Source: PubChem (Johns Hopkins Ion Channel Center)
MrgX1 agonist: agonists of human MrgX1 receptor, primary screen, HEK293 cells, Fluo-4 calcium flux; Mas-related G-protein coupled receptor member X1 (Homo sapiens), Q96LB2; Fluo-4 calcium fluorescence, agonist mode; stronger effect = higher value; B-score at 10 µM; 0.44% of 310,000 active; AID 588627, 2011;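 active means calcium response B-score plate-corrected fluorescence ratio at least 3 library SD, with starting fluorescence B-score inside 5 SD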
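times = overnight plating, then 30 min 37 °C plus 30 min room-temperature dye loading | assay system = stable human MrgX1 HEK293 cell line | input = fifteen thousand cells per well | signal = kinetic calcium dye fluorescence, Fluo-4 NW | dosing = compound delivered in addition one of three | read-out = B-scored fluorescence response ratio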
KCNK3 inh: human KCNK3 channel inhibitors, primary screen, CHO cells, FluxOR thallium flux, B-score | 0.84% of 340,000 active | B-score at 10 µM | FluxOR fluorescence; stronger effect = lower value | Potassium channel subfamily K member 3 (Homo sapiens), O14649;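 active means B-score under library mean minus 4 SD, starting fluorescence ratio at most library mean plus 5 SD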;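 further: more negative B-score means stronger inhibition of thallium flux through KCNK3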
Target sequence (O14649 whole entry, looked up): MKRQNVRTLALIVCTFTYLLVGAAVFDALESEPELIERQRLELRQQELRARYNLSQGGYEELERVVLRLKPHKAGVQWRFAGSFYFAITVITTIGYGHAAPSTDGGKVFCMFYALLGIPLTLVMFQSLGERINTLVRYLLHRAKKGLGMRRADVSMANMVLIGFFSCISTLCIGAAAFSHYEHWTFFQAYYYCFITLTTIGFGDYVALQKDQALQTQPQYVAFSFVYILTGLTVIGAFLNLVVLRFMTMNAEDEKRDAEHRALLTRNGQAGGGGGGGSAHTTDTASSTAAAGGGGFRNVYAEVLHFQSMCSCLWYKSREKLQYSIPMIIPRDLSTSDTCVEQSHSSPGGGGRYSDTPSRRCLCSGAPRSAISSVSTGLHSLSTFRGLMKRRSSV
KCNQ1 block: inhibitors of human KCNQ1 channel, primary screen, cell-based, thallium flux, high-throughput; Potassium voltage-gated channel subfamily KQT member 1 (Homo sapiens), P51787; CHO-K1 KCNQ1, FluxOR thallium flux fluorescence; stronger effect = higher value; B-score at 10 µM; 1.3% of 310,000 active;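 active means compounds whose thallium flux B-score, printed positive for inhibition, exceeds three library SD while starting fluorescence stays within three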;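 further: channel opened by potassium depolarization with thallium stimulus after 20 min compound exposure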
TMEM16A inh: TMEM16A chloride channel inhibitors, primary screen, cell-based, HTS. Anoctamin-1 (Mus musculus), Q8BHY3. HEK293 TMEM16A/YFP iodide influx fluorescence, ionomycin. normalized B-score (activity score, 25-100; higher = stronger inhibition) at 10 µM. 1.2% of 310,000 active;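 active means ratio plate-corrected score three or more library SD toward inhibition, starting fluorescence score within five deviations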;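 further: score derived from kinetic fluorescence span divided by baseline fluorescence per well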
KCNK9 block: KCNK9 potassium channel inhibitors, primary screen, HEK293 cells, thallium flux; Potassium channel subfamily K member 9 (Homo sapiens), Q9NPC2; FluxOR thallium flux fluorescence; stronger effect = lower value; B-score at 10 µM; 1.2% of 310,000 active; AID 488922, 2010;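 active means ratio B-score over 3 SD below the library mean, with starting fluorescence within 5 SD of its mean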;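 further: negative B-score means less thallium flux so channel inhibition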
Target sequence (Q9NPC2 whole entry, looked up): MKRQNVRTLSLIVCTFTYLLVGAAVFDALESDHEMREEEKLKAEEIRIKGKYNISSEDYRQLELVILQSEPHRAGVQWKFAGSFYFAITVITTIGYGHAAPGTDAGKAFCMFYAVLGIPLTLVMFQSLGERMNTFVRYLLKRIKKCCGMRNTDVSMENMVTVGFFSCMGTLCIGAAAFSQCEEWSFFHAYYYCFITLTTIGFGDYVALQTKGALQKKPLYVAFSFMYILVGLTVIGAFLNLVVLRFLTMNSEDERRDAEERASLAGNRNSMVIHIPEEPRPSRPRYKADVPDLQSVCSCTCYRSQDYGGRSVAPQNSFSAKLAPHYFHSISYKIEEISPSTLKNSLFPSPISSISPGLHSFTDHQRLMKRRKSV
KCNQ1 act: potentiators or activators of KCNQ1 channel, primary screen, cell-based, thallium flux, high-throughput | AID 2648, 2010 | 0.35% of 310,000 active | CHO-K1 KCNQ1, thallium flux FluxOR fluorescence; stronger effect = higher value | B-score at 10 µM | Potassium voltage-gated channel subfamily KQT member 1 (Homo sapiens), P51787;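 active means fluorescence ratio B-score, a plate-corrected score, at least three library SD, with initial intensity B-score within 5 SD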
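Assay system: CHO-K1 cells stably expressing KCNQ1; Medium: assay buffer with matched DMSO; Also added: K+/Tl+ depolarizing stimulus; Dosing: single dose; Timing: dye 90 min, compound 20 min, room temperature; Measured by: kinetic FluxOR thallium fluorescence, 10-s 1-Hz baseline, 110-s post-stimulus read; Read-out: peak-minus-minimum fluorescence over initial fluorescence, negative-control normalized, B-scored.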
hERG protect: hERG rescue from dofetilide block, primary screen, cell-based, CHO-hERG, FluxOR thallium flux, dofetilide IC70 | Voltage-gated inwardly rectifying potassium channel KCNH2 (Homo sapiens), Q12809 | dofetilide IC70 present | activation (rescue from dofetilide block), less the hit threshold, % at 10 µM | 0.51% of 310,000 active;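 active means activation above the mean of controls blocked by dofetilide plus 5 SD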;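 further: thallium influx through hERG after potassium depolarization seen as dye fluorescence rise; in these data hits start at about 4.7%; inactives centre near -7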
TMEM16A act: TMEM16A chloride channel activators or potentiators, primary screen, cell-based, HTS; HEK293 TMEM16A/YFP-H148Q/I152L, iodide quench fluorescence; stronger effect = lower value; B-score at 10 µM; 0.3% of 340,000 active;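 active means fluorescence-ratio B-score plate-corrected deviation score at least 3 library SD below zero, with starting fluorescence score within 5 deviations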;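 further: channel opened by trigger with iodide after compound preincubation; score built on the fluorescence ratio of max minus min over baseline; more negative score means more quench and so TMEM16A activation or potentiation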
MrgX1 PAM: positive allosteric modulators of MrgX1, primary screen, HEK293 cells, Fluo-4 calcium flux; 0.63% of 310,000 active; AID 588675, 2011; FDSS; stronger effect = higher value; B-score at 10 µM;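 active means plate-corrected calcium response at least 3 library SD above typical, normal starting fluorescence, not activating the receptor alone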;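 further: compound read alongside a low EC10 to EC30 dose of BAM8-22 agonist; peak minus trough fluorescence over baseline measured at the second addition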
RGS4 inh: RGS4 inhibitors, primary screen, cell-based, HEK293 M3R inducible RGS4, calcium flux; Regulator of G-protein signaling 4 (Homo sapiens), P49798; B-score at 10 µM; 0.45% of 310,000 active; Fluo-4 calcium flux; stronger effect = higher value; triggered by carbachol at its EC20; AID 463165, 2010;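 active means B-score, a plate-corrected calcium signal, over three deviations above library mean, with baseline fluorescence within five deviations of library mean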;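 further: RGS4 expression induced by doxycycline in cells with stable M3 receptor; B-score is computed from the integrated fluorescence ratio over baseline after carbachol; higher B-score means a larger calcium signal and so more RGS4 inhibition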
Target sequence (P49798 whole entry, looked up): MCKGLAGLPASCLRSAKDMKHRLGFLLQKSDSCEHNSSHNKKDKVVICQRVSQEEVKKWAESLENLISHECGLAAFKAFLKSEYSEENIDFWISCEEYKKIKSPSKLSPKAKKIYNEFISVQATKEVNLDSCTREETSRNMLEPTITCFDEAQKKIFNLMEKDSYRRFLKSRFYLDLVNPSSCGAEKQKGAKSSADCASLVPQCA
RGS4 pot: RGS4 potentiators or activators, primary screen, cell-based, HEK293 M3R inducible RGS4, calcium flux; carbachol calcium flux Fluo4; stronger effect = lower value; B-score at 10 µM; 0.92% of 310,000 active;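 active means B-score of the integrated calcium signal more than 4 SD below the library mean, with starting fluorescence not abnormally high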;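 further: negative B-score means reduced calcium response which marks RGS4 activation or potentiation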
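test system = M3R-expressing HEK293 line, RGS4 induced by doxycycline | probe or stimulus = carbachol at ECmax as muscarinic agonist stimulus | timing = dye loading 30 min 37 °C, buffer rest 30 min RT | signal = calcium dye Fluo4 fluorescence | evaluation = B score from integrated fluorescence ratio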
Numbers without * were called inactive; i = inactive; . = no result given.

Keys – A = MrgX1 agonist; B = KCNK3 inh; C = KCNQ1 block; D = TMEM16A inh; E = KCNK9 block; F = KCNQ1 act; G = hERG protect; H = TMEM16A act; I = MrgX1 PAM; J = RGS4 inh; K = RGS4 pot
Cc1nc(Oc2ccccc2)c2ccsc2n1
  A: i; B: i; C: i; D: i; E: i; F: i; G: -15; H: i; I: 9.8*; J: i; K: i
CC12CCC(=O)C=C1CCC1C2CCC2(C)C1CCC2(O)C(=O)CO (stereo not given)
  A: i; B: i; C: i; D: i; E: i; F: i; G: -8; H: i; I: i; J: i; K: i
NOCC(=O)O
  A: i; B: i; C: .; D: i; E: .; F: .; G: .; H: i; I: i; J: .; K: .
CCCCNc1ccc(C(=O)OCCOCCOCCOCCOCCOCCOCCOCCOCCOC)cc1
  A: i; B: i; C: .; D: i; E: .; F: .; G: .; H: i; I: i; J: .; K: .
CC(=O)Nc1ccc(CC(=O)O)cc1
  A: i; B: i; C: i; D: i; E: i; F: i; G: -4; H: i; I: i; J: i; K: i
C[N+]1(C)CCC(=C(c2ccccc2)c2ccccc2)CC1
  A: i; B: i; C: .; D: i; E: .; F: .; G: .; H: i; I: i; J: .; K: .
C1COC(NC(C2CC2)C2CC2)=N1
  A: i; B: i; C: i; D: i; E: i; F: i; G: -5; H: i; I: i; J: i; K: i
CC1(C)O[C@H]2CC(=O)OC[C@@]23C1CC(=O)[C@]1(C)C3CC[C@@]2(C)[C@H](c3ccoc3)OC(=O)[C@H]3O[C@]321 (stereo not given in full)
  A: i; B: i; C: .; D: i; E: .; F: .; G: .; H: i; I: i; J: .; K: .
CCc1ccc(CCOc2ccc(CC3SC(=O)NC3=O)cc2)nc1 (stereo not given)
  A: i; B: i; C: i; D: i; E: i; F: i; G: -3; H: i; I: i; J: i; K: i
COc1ccc(C[C@H]2COC(=O)[C@@H]2Cc2ccc(OC3OC(CO)C(O)C(O)C3O)c(OC)c2)cc1OC (stereo not given in full)
  A: i; B: i; C: i; D: i; E: i; F: i; G: 0; H: i; I: i; J: i; K: i
Cc1ccc(=O)n(-c2ccccc2)c1
  A: i; B: i; C: i; D: i; E: i; F: i; G: -5; H: i; I: i; J: i; K: i
O=c1oc2c(O)c(O)cc3c(=O)oc4c(O)c(O)cc1c4c23
  A: i; B: i; C: .; D: i; E: .; F: .; G: .; H: i; I: i; J: .; K: .
COc1cc([C@@H]2Oc3cc(C4Oc5cc(O)cc(O)c5C(=O)[C@H]4O)ccc3O[C@H]2CO)ccc1O (stereo not given in full)
  A: i; B: i; C: .; D: i; E: .; F: .; G: .; H: i; I: i; J: .; K: .
CCn1cc(C(=O)O)c(=O)c2cnc(N3CCNCC3)nc21
  A: i; B: .; C: i; D: i; E: i; F: i; G: -5; H: .; I: i; J: i; K: i
CCCCCC(=O)O[C@]1(C(C)=O)CC[C@H]2[C@@H]3CCC4=CC(=O)CC[C@]4(C)[C@H]3CC[C@@]21C
  A: i; B: -10*; C: 12*; D: i; E: -13*; F: i; G: -5; H: i; I: i; J: i; K: i
NC1CCN(c2nc3c(cc2F)c(=O)c(C(=O)O)cn3-c2ccc(F)cc2F)C1 (stereo not given)
  A: i; B: i; C: i; D: i; E: i; F: i; G: 0; H: i; I: i; J: i; K: i
O=C(O)c1cccnc1Nc1cccc(C(F)(F)F)c1
  A: i; B: i; C: i; D: i; E: i; F: i; G: -5; H: i; I: i; J: i; K: i
CCCCNc1ccc(C(=O)OCCN(C)C)cc1
  A: i; B: i; C: i; D: i; E: i; F: i; G: -5; H: i; I: i; J: i; K: i
COc1ccc(-c2cc(=O)c3c(O)cc(O[C@@H]4O[C@H](CO[C@@H]5O[C@@H](C)[C@H](O)[C@@H](O)[C@H]5O)[C@@H](O)[C@H](O)[C@H]4O)cc3o2)cc1O
  A: i; B: i; C: i; D: i; E: i; F: i; G: -3; H: i; I: i; J: i; K: i
CCOC(=O)[C@H](CCc1ccccc1)N[C@@H](C)C(=O)N1Cc2ccccc2C[C@H]1C(=O)O
  A: i; B: i; C: i; D: i; E: i; F: i; G: -5; H: i; I: i; J: i; K: i
CCN(CC)CCOC(=O)c1ccc(N)cc1
  A: i; B: i; C: i; D: i; E: i; F: i; G: -4; H: i; I: i; J: i; K: i
COc1ccc(C2CNC(=O)C2)cc1OC1CCCC1 (stereo not given)
  A: i; B: i; C: i; D: i; E: i; F: i; G: -4; H: i; I: i; J: i; K: i
Nc1nc(O)c(N=Nc2ccc(S(N)(=O)=O)cc2)c(=O)[nH]1
  A: i; B: .; C: i; D: i; E: i; F: i; G: 4.8*; H: .; I: i; J: i; K: i
C/C=C(/C)C(=O)OC(C)(C)[C@@H]1Cc2c(ccc3ccc(=O)oc23)O1
  A: i; B: i; C: i; D: i; E: i; F: i; G: -8; H: i; I: i; J: i; K: i
COc1ccc(-c2cc(=O)c3c(O)cc(OC4OC(COC5OC(C)C(O)C(O)C5O)C(O)C(O)C4O)cc3o2)cc1O (stereo not given)
  A: i; B: i; C: i; D: i; E: i; F: i; G: -6; H: i; I: i; J: i; K: i

Nothing new here: 8 of the compounds above.
Keys – A = MrgX1 agonist; B = KCNK3 inh; C = KCNQ1 block; D = TMEM16A inh; E = KCNK9 block; F = KCNQ1 act; G = hERG protect; H = TMEM16A act; I = MrgX1 PAM; J = RGS4 inh; K = RGS4 pot
O=c1oc2c(O)c(O)cc3c(=O)oc4c(O)c(O)cc1c4c23
  A: i; B: i; C: .; D: i; E: .; F: .; G: .; H: i; I: i; J: .; K: .
COc1cc([C@@H]2Oc3cc(C4Oc5cc(O)cc(O)c5C(=O)[C@H]4O)ccc3O[C@H]2CO)ccc1O (stereo not given in full)
  A: i; B: i; C: .; D: i; E: .; F: .; G: .; H: i; I: i; J: .; K: .
CCn1cc(C(=O)O)c(=O)c2cnc(N3CCNCC3)nc21
  A: i; B: .; C: i; D: i; E: i; F: i; G: -5; H: .; I: i; J: i; K: i
CCCCCC(=O)O[C@]1(C(C)=O)CC[C@H]2[C@@H]3CCC4=CC(=O)CC[C@]4(C)[C@H]3CC[C@@]21C
  A: i; B: -10*; C: 12*; D: i; E: -13*; F: i; G: -5; H: i; I: i; J: i; K: i
NC1CCN(c2nc3c(cc2F)c(=O)c(C(=O)O)cn3-c2ccc(F)cc2F)C1 (stereo not given)
  A: i; B: i; C: i; D: i; E: i; F: i; G: 0; H: i; I: i; J: i; K: i
O=C(O)c1cccnc1Nc1cccc(C(F)(F)F)c1
  A: i; B: i; C: i; D: i; E: i; F: i; G: -5; H: i; I: i; J: i; K: i
CCCCNc1ccc(C(=O)OCCN(C)C)cc1
  A: i; B: i; C: i; D: i; E: i; F: i; G: -5; H: i; I: i; J: i; K: i
COc1ccc(-c2cc(=O)c3c(O)cc(O[C@@H]4O[C@H](CO[C@@H]5O[C@@H](C)[C@H](O)[C@@H](O)[C@H]5O)[C@@H](O)[C@H](O)[C@H]4O)cc3o2)cc1O
  A: i; B: i; C: i; D: i; E: i; F: i; G: -3; H: i; I: i; J: i; K: i

The listing continues.
Keys – A = MrgX1 agonist; B = KCNK3 inh; C = KCNQ1 block; D = TMEM16A inh; E = KCNK9 block; F = KCNQ1 act; G = hERG protect; H = TMEM16A act; I = MrgX1 PAM; J = RGS4 inh; K = RGS4 pot
CCCc1nc(C(C)(C)O)c(C(=O)O)n1Cc1ccc(-c2ccccc2-c2nn[nH]n2)cc1
  A: i; B: .; C: i; D: i; E: i; F: i; G: -4; H: .; I: i; J: i; K: i
CN1CCCN=C1COC(=O)C(O)(c1ccccc1)C1CCCCC1 (stereo not given)
  A: i; B: i; C: i; D: i; E: i; F: i; G: -5; H: i; I: i; J: i; K: i
Cc1cncn1CCc1nc2c3ccccc3nc(SCC(=O)Nc3cccc(Cl)c3)n2n1
  A: i; B: i; C: i; D: i; E: i; F: i; G: -19; H: i; I: i; J: i; K: i
N[C@@H](Cc1c[nH]c2ccc(O)cc12)C(=O)O
  A: 32*; B: i; C: .; D: i; E: .; F: .; G: .; H: i; I: i; J: .; K: .
N#Cc1ccc(C(c2ccc(C#N)cc2)n2cncn2)cc1
  A: .; B: .; C: i; D: .; E: i; F: i; G: -8; H: .; I: .; J: i; K: i
CC1Cc2ccccc2N1NC(=O)c1ccc(Cl)c(S(N)(=O)=O)c1 (stereo not given)
  A: i; B: i; C: i; D: i; E: i; F: i; G: -5; H: i; I: i; J: i; K: i
CCC(NC(C)C)C(O)c1ccc(O)c2[nH]c(=O)ccc12 (stereo not given)
  A: 28*; B: i; C: i; D: i; E: i; F: i; G: -14; H: i; I: i; J: i; K: i
Cc1cccc2c1NC(=O)C2(c1ccc(O)cc1)c1ccc(O)cc1
  A: i; B: i; C: i; D: i; E: i; F: i; G: -6; H: i; I: i; J: 8.6*; K: i
CC(C)=CCOc1c2ccoc2cc2oc(=O)ccc12
  A: i; B: i; C: i; D: i; E: i; F: i; G: -10; H: i; I: i; J: i; K: i

These rows are one share of the data; rates above refer to the full screens.
